# Assay outcomes: PubChem, several laboratories
# PDI turbidity: PDI (human) enzyme inhibition | P07237 | PDI insulin aggregation turbidity, A650, 90 min | inhibition, % at 10 µM | actives 0.052% (n = 350,000);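 active = mean inhibition across replicates of 30% or more, whatever share of single replicates reach that level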;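 also: absorbance from insulin aggregation driven by PDI reduction with DTT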
# Target sequence (P07237 whole entry, looked up): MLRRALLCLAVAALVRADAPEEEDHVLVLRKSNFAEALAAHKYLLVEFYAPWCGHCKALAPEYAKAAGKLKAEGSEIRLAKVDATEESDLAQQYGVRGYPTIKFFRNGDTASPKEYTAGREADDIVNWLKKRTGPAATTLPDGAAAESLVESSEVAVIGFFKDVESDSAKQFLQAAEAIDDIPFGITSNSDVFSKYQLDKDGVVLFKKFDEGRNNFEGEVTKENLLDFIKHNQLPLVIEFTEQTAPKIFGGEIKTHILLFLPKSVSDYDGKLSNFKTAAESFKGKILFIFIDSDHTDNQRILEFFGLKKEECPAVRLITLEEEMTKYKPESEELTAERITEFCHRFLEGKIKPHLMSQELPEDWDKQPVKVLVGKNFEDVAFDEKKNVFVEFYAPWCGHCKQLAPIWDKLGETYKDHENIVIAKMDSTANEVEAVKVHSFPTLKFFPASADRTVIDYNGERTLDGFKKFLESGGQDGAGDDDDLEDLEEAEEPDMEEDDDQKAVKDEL
# NR2E3 ag-1: activates human NR2E3 receptor; AID 602229; Q9Y5X4; inhibition of corepressor binding, % at 3.98 µM; actives 0.35% (n = 360,000); CHO-S Gal4-NCOR/VP16-NR2E3 two-hybrid, luciferase;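 active = inhibition above the mean of all tested compounds plus 3 SD, cut at about 70% in these data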;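 also: 0% = DMSO with NR2E3 transfected cells and 100% = cells lacking NR2E3 construct; higher means lower luciferase signal from less NR2E3 corepressor binding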
# Shn3 3UTR inh: inhibitors of Schnurri-3 3'UTR reporter in osteoblasts. actives 0.52% (n = 360,000). Clone20 osteoblast Shn3 3'UTR firefly luciferase, 24 h. inhibition, % at 12.5 µM;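 active = mean inhibition of at least 75% with every replicate also reaching 75%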;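 also: 0% = median of neutral control wells and 100% = pilot-screen positive control compound; some compounds past the cut are filed as inactive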
# Peg3 prom inh: reduces Peg3 promoter-driven luciferase expression in HeLa; inhibition, % at 20 µM; HeLa PEG-Prom luciferase reporter, luminescence, overnight; actives 1.7% (n = 360,000);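 active = inhibition of at least 50% at 20 µM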
# CaV13 ICDI inh: Disruptors of the CACNA1D IQ motif to Ca2+-dependent inactivation inhibitor domain association, primary screening, Förster resonance energy transfer in intact living …. inhibition, % at 12.3 µM. actives 0.098% (n = 340,000). HEK cells, CFP/YFP FRET ICDI-IQ, plate reader, 10 min; percent FRET-ratio fall versus neutral wells;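 active = mean replicate inhibition of at least 30% and at least 1% of replicates passing that level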;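 also: 0% = median of the neutral control wells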
# HTR2A ag: activates the mouse 5-HT2A serotonin receptor; P35363; CHO-K1 mHTR2A beta-arrestin complementation, luminescence; percent of 30 µM serotonin response; activation, % at 7.6 µM; actives 0.66% (n = 360,000); AID 624169;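 active = activation above a run cutoff, the mean activation of all tested compounds plus 3 SD, cut at about 14% in these data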;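 also: 0% = plate median of compound wells and 100% = 30 µM serotonin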
# Target sequence (P35363 whole entry, looked up): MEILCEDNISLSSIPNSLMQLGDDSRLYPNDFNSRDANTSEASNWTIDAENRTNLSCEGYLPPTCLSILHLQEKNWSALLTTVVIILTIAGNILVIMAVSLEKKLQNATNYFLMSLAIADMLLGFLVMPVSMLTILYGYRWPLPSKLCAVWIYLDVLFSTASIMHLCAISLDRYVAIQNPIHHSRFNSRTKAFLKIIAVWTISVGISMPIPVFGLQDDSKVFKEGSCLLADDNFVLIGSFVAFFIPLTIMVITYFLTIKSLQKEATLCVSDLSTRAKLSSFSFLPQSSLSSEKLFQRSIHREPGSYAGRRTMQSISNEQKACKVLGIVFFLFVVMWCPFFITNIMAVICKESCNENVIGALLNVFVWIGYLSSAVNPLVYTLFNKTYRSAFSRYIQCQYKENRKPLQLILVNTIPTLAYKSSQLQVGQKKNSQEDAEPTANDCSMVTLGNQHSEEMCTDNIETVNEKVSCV
# HIF-2a inh: HIF-2a inhibition. 786-0 RCC cells HIF-2a reporter, luciferase luminescence, overnight. actives 0.72% (n = 360,000). inhibition, % at 18.8 µM. AID 624352;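 active = inhibition of the luminescence signal of 40% or more relative to plate controls, in a single-dose primary screen at 18.75 µM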
# NR2E3 ag-2: NR2E3 (human) agonism; Q9Y5X4; GST-NR2E3/biotin-RetCOR TR-FRET, 1536-well; inhibition of corepressor binding, % at 4.78 µM; actives 0.12% (n = 320,000); AID 2300;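 active = percent inhibition above the cutoff of mean plus 3 SD of all tested compounds, set per screening campaign, cut at about 20% in these data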;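 also: 0% = DMSO wells and 100% = biotin wells as full block of FRET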
#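 Test system – NR2E3–RetCOR corepressor complex · Quantity – NR2E3 fusion 1.35 nM · Buffer or medium – Tris pH 7.5 · Incubation – Compound–protein incubation for 5 h at 4 °C · Technique – TR-FRET, Eu(K)-anti-GST donor, streptavidin-D2 acceptor, ex 340, em 617/671 nm · Evaluation – percent inhibition of 671/617 nm emission ratio versus biotin and DMSO controls · Plate – 1536-well format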
# MITF TRPM1 inh: MITF TRPM1 promoter inhibition in SK-MEL-5 cells; AID 488899; inhibition, % at 12.5 µM; actives 0.83% (n = 330,000); SK-MEL-5 TRPM1 promoter luciferase, 24 h;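 active = mean inhibition across replicates of 60% or more, whatever share of single replicates reaches that level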; also: values of inactives mirror those of a sister screen read the other way
# H9c2 protect: protects H9c2 cardiomyocytes from peroxide injury; H2O2 injury protection, ATPLite, 2 h; AID 588492; protection from H2O2 cell death, % at 20 µM; actives 0.63% (n = 360,000);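 active = compounds giving at least 50% protection of heart cells from peroxide-induced death in the single-dose screen, raw or plate-pattern-corrected value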;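 also: 0% = DMSO wells with peroxide and 100% = DMSO wells without peroxide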
# hiPSC survival: increases survival of single human iPS cells; hiPSC single-cell survival, ATPlite luminescence; 100% = ROCK inhibitor wells, 0% = DMSO; survival enhancement, % at 20 µM; actives 0.044% (n = 360,000); AID 602274; in the data active = survival enhancement above about 18%;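 also: cells exposed to compounds for 16 hours before the ATP read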
# Active calls of the source: *; / = no result given.
SMILES	PDI turbidity	NR2E3 ag-1	Shn3 3UTR inh	Peg3 prom inh	CaV13 ICDI inh	HTR2A ag	HIF-2a inh	NR2E3 ag-2	MITF TRPM1 inh	H9c2 protect	hiPSC survival
O=C(OC(C(=O)NC1CCCC1)c1ccccn1)c1cccs1 (stereo not drawn)	13	5	-8	-1	-4	2	13	0	3	-2	-1.7
COc1ccc(N2C(N)=C(C#N)C(c3ccsc3)C3=C2CCCC3=O)c(OC)c1 (stereo not drawn)	3	-13	45	19	-6	1	16	1	10	-2	-0.8
Cc1cc(C(=O)OCC(=O)Nc2ccccc2Cl)c(C)o1	-2	-11	-10	-53	-2	-3	-34	3	-17	-4	-0.4
O=C(CCn1c(=O)[nH]c2ccsc2c1=O)Nc1ccc(F)c(F)c1	4	-4	11	-14	/	5	-18	-2	-20	2	0.9
CCOC(=O)c1c(C)[nH]c(C2=NNC(=NC(C)COC)SC2)c1C (stereo not drawn)	4	-74	-22	-160	-7	2	-141	-2	-10	-14	-3.0
C=CCc1cccc2cc(C(=O)Nc3ccc(F)cc3)c(=O)oc12	-3	0	-36	-125	-2	4	-137	1	-31	2	5.2
COc1cc2c(cc1OC)[C@H](C)N(C(=O)CSc1nc(O)c(C(C)C)c(=O)[nH]1)CC2	/	-15	13	-9	/	1	5	-1	0	-2	0.7
CC1(C)C2CCC1(C)C(OC(=O)CSc1nc(N)cc(=O)[nH]1)C2 (stereo not drawn)	-5	7	-23	1	/	-6	11	-2	3	3	-0.7
O=C1CN(C(=O)COC(=O)c2ccccc2O)c2ccccc2N1	4	-14	-15	-8	-2	5	7	-3	3	-1	0.1
N/C(=N\OC(=O)c1ccc(Cl)c(Cl)c1)c1cccnc1	-6	-21	-24	-182	/	2	-150	-1	-25	-16	1.7

# New compounds follow
SMILES	PDI turbidity	NR2E3 ag-1	Shn3 3UTR inh	Peg3 prom inh	CaV13 ICDI inh	HTR2A ag	HIF-2a inh	NR2E3 ag-2	MITF TRPM1 inh	H9c2 protect	hiPSC survival
CCCCC(CC)C(=O)NCCCN1CCN(CCCNC(=O)C(CC)CCCC)CC1 (stereo not drawn)	4	-13	2	5	/	3	3	1	2	8	5.9
Cc1ccc(NC(=O)CNC(=O)c2ccc(C)s2)nc1	-6	-18	-1	-29	-5	3	-36	0	-6	0	0.0
CC1Cc2ccccc2N1C(=O)CSc1nnnn1C1CCCC1 (stereo not drawn)	8	-36	-14	-13	-5	1	-11	0	3	-2	0.6
C[C@@H]1CN([C@@H](C)CO)C(=O)CCCn2cc(nn2)CO[C@H]1CN(C)S(=O)(=O)c1cccc(F)c1	3	-18	5	-15	/	-10	-8	/	/	4	0.4
Cc1sc2nc(CSCC(=O)N3CC(C)OC(C)C3)[nH]c(=O)c2c1C (stereo not drawn)	-2	4	7	4	-6	3	-2	/	5	30	1.1
COc1cccc(CNC(=O)CN2C(=O)CC(c3ccccc3)=Nc3ccccc32)c1	-4	-18	1	13	3	-4	9	-2	-2	0	-0.5
CC(CSc1nc2ccccc2s1)Cn1c(N2CCCC2)nc2c1c(=O)[nH]c(=O)n2C (stereo not drawn)	2	17	17	16	/	-6	13	3	10	-2	-0.6
CCCCC(CC)CN1CN(CC(CC)CCCC)CC(C)(N)C1 (stereo not drawn)	1	-11	-10	103*	-5	-6	-4	/	22	-45	-2.2
O=C(Cn1cccc1C(=O)c1ccccc1)NCc1ccccn1	-6	-17	-1	6	-5	-3	9	0	-6	-1	0.0
O=C(CCn1c(=S)oc2ccccc21)Nc1ccc2c(c1)OCCO2	-3	-27	27	-23	0	-1	-35	-2	-17	2	4.3

# Later entries.
SMILES	PDI turbidity	NR2E3 ag-1	Shn3 3UTR inh	Peg3 prom inh	CaV13 ICDI inh	HTR2A ag	HIF-2a inh	NR2E3 ag-2	MITF TRPM1 inh	H9c2 protect	hiPSC survival
Cc1ccc(CNC(=O)C2CCCN2S(=O)(=O)c2ccc(F)cc2)cc1 (stereo not drawn)	0	-8	18	12	-19	2	12	6	-3	10	-0.3
CCOC(=O)c1oc2ccccc2c1NC(=O)c1cccs1	-1	-19	-13	-7	-5	1	-51	-10	-8	0	-0.8
COc1ccc(C(=O)NC2CCN(S(=O)(=O)c3ccccc3)CC2)cc1	0	-1	-3	25	-2	-1	11	0	-2	6	-0.6
COc1cc(C(F)(F)F)c(C(=O)N(C)Cc2ccc(Cl)c(Cl)c2)cn1	-9	-6	/	6	-5	-3	0	0	-11	-8	1.2
CC(=O)N1CCc2cc(S(=O)(=O)Nc3ccccc3N3CCN(C)CC3)ccc21	-7	-31	-1	3	-7	3	1	3	8	3	0.3
O=C(Nc1nc2ccccc2s1)c1ccc(Cl)s1	2	-135	-109	-371	4	-6	-306	7	-59	-8	-2.4
CCOc1cc(/C=N/NC(=O)c2nn(C)cc2Br)ccc1OCc1ccccc1Cl	-4	2	24	3	-9	2	-7	-1	0	11	-1.3
COC(=O)c1ccc(CNC(=O)Cn2cnc3c(SC)nc(N)nc32)cc1	-1	13	5	11	-6	4	15	/	9	-15	0.4
CN1Cc2c(N3CCOCC3)nc3sc(C(=O)c4ccccc4)c(N)c3c2CC1(C)C	1	0	7	34	-9	-3	-1	5	-13	4	-0.7
CCCc1ccc(C(O)c2ncc(-c3cccc(OC)c3)[nH]2)cc1 (stereo not drawn)	-4	-11	8	-6	-5	-2	-13	/	/	-5	-1.4

# Later entries.
SMILES	PDI turbidity	NR2E3 ag-1	Shn3 3UTR inh	Peg3 prom inh	CaV13 ICDI inh	HTR2A ag	HIF-2a inh	NR2E3 ag-2	MITF TRPM1 inh	H9c2 protect	hiPSC survival
CCOc1cc(S(=O)(=O)N2CCCCCC2)ccc1F	3	-15	-25	17	-9	1	-2	3	3	-4	-1.9
CC12CCC(=O)N1C(C(=O)NCc1ccc(Cl)cc1Cl)CS2 (stereo not drawn)	3	-5	-4	9	-3	0	7	-2	1	2	0.7
Cn1c(CC(=O)NC(C)(C)CO)c(Sc2ccccc2)c2ccccc21	-5	1	4	12	-3	-3	6	4	2	-3	2.0
CC(=O)N1CCN(C(=S)Nc2cc(S(=O)(=O)N3CCOCC3)ccc2Cl)CC1	-4	-3	-3	-2	-6	0	16	2	-2	4	-1.1
CCn1cc(C(=O)N[C@@H](CCSC)C(=O)NCCO)c(=O)c2cc3c(cc21)OCO3	7	-11	-12	16	-4	7	17	5	/	12	0.0
COc1ccc(N2CC(C(=O)N3CCCC(C)C3)CC2=O)cc1 (stereo not drawn)	-1	-26	14	-16	-5	4	2	2	1	0	-0.2
Cc1ccc(-c2csc(NC(=O)C3=NN(c4ccccc4)C(=O)CC3)n2)cc1	4	-27	14	-4	22	18*	-14	4	5	-9	0.3
COc1cc2c(cc1OC)C(C)N(C(=O)c1cc3c(=O)oc4ccc(C)cc4c3s1)CC2 (stereo not drawn)	/	4	-2	7	-7	3	2	0	/	41	-0.2
Cn1c(SCc2c(F)cccc2Cl)nnc1-c1cnccn1	-1	-62	-35	11	-5	4	23	1	-80	4	2.3
CCOc1cccc(-c2cc(NCCc3ccccn3)n3nccc3n2)c1	-1	-12	1	2	-5	1	-7	/	/	3	3.5

# In a second layout: entries from further up.
# Under each structure – PDI turbidity | NR2E3 ag-1 | Shn3 3UTR inh | Peg3 prom inh | CaV13 ICDI inh | HTR2A ag | HIF-2a inh | NR2E3 ag-2 | MITF TRPM1 inh | H9c2 protect | hiPSC survival
CCOc1cc(S(=O)(=O)N2CCCCCC2)ccc1F
  3 | -15 | -25 | 17 | -9 | 1 | -2 | 3 | 3 | -4 | -1.9
CC12CCC(=O)N1C(C(=O)NCc1ccc(Cl)cc1Cl)CS2 (stereo not drawn)
  3 | -5 | -4 | 9 | -3 | 0 | 7 | -2 | 1 | 2 | 0.7
Cn1c(CC(=O)NC(C)(C)CO)c(Sc2ccccc2)c2ccccc21
  -5 | 1 | 4 | 12 | -3 | -3 | 6 | 4 | 2 | -3 | 2.0
CC(=O)N1CCN(C(=S)Nc2cc(S(=O)(=O)N3CCOCC3)ccc2Cl)CC1
  -4 | -3 | -3 | -2 | -6 | 0 | 16 | 2 | -2 | 4 | -1.1
CCn1cc(C(=O)N[C@@H](CCSC)C(=O)NCCO)c(=O)c2cc3c(cc21)OCO3
  7 | -11 | -12 | 16 | -4 | 7 | 17 | 5 | / | 12 | 0.0
COc1ccc(N2CC(C(=O)N3CCCC(C)C3)CC2=O)cc1 (stereo not drawn)
  -1 | -26 | 14 | -16 | -5 | 4 | 2 | 2 | 1 | 0 | -0.2

# 3 of the entries above in order of the HIF-2a inh value, descending.
canonical_smiles	PDI turbidity	NR2E3 ag-1	Shn3 3UTR inh	Peg3 prom inh	CaV13 ICDI inh	HTR2A ag	HIF-2a inh	NR2E3 ag-2	MITF TRPM1 inh
Cn1c(SCc2c(F)cccc2Cl)nnc1-c1cnccn1	-1	-62	-35	11	-5	4	23	1	-80
COc1ccc(N2CC(C(=O)N3CCCC(C)C3)CC2=O)cc1 (stereo not drawn)	-1	-26	14	-16	-5	4	2	2	1
Cc1ccc(-c2csc(NC(=O)C3=NN(c4ccccc4)C(=O)CC3)n2)cc1	4	-27	14	-4	22	18*	-14	4	5

# Going on with the list:
SMILES	PDI turbidity	NR2E3 ag-1	Shn3 3UTR inh	Peg3 prom inh	CaV13 ICDI inh	HTR2A ag	HIF-2a inh	NR2E3 ag-2	MITF TRPM1 inh	H9c2 protect	hiPSC survival
O=C(CCn1c(=O)oc2ccccc21)N(Cc1ccccc1)c1ccccn1	9	-7	-6	27	/	-2	10	0	9	1	2.1
CCOC(=O)c1c(NC(=O)COC(=O)c2nccnc2N)sc(C(=O)N(C)C)c1C	0	-36	6	7	-17	0	6	0	7	11	0.5
Cc1ccccc1Cn1c(Cc2ccccc2)nc2ccccc21	-7	15	10	-1	-5	-2	20	2	3	-7	0.2
Cc1ccc2nc(SCC(=O)Nc3ccc(Br)cc3)nc(=O)n2c1	2	-18	-12	-14	-5	-2	-29	2	-5	-6	-0.3
O=C(c1cc2nc(-c3ccccc3)cc(-c3ccccc3)n2n1)N1CCN(C(=O)c2ccco2)CC1	-3	6	30	50*	-3	2	24	3	7	104*	-0.8
CCOC(=O)c1c(NC(=O)C[n+]2ccccc2)sc2c1CCCC2	6	19	13	5	-2	3	18	-2	0	-2	-0.2
COCC1CCN(C(=O)CCc2nnc(C3(c4ccc(Cl)cc4)CCC3)o2)C1 (stereo not drawn)	5	-45	-41	-111	-6	6	-148	-1	-70	-1	-0.3
CCCNC(=O)CN(Cc1ccccc1F)S(=O)(=O)c1ccc(C)cc1	5	-7	26	4	-8	-2	-3	1	9	-1	-1.0

# Outcome played no part in choosing rows. About 3.9% of those tested had a hit in this group.
